# KOR beta-arrestin-1: KOR agonists, beta-arrestin recruitment, primary screen, cell-based, luminescence, uHTS (AID 1777); activation, % at 10 µM; hits with a dose series show EC50 in µM; KOR beta-arrestin recruitment, luminescence; higher % means a stronger effect; hit rate 0.02% among 280,000; in the data active = activation above about 50%, passing the limit was not always enough; note: a part of the inactive calls stands beside numbers as strong as those of hits
# NOD1 NF-kB reporter: NOD1 signaling inhibitors, primary screen, cell-based, luminescence, uHTS (AID 1578) | NOD1-driven NF-kB luciferase reporter cells, luminescence; higher % means a stronger effect | inhibition, % at 4 µM, or EC50 in µM where a hit was titrated | hit rate 1% among 290,000; in the data active = inhibition mostly above about 36%, no sharp cut-off; inactive = mostly below about 34%;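 note: HEK-293T reporter cells stimulated with the NOD1 agonist gamma-tri-DAP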
# ER stress rescue: protection against thapsigargin-triggered cell killing – 384-well, CSM14.1, ATP luminescence, primary screen (AID 1222). CSM14.1 thapsigargin-induced death rescue, ATP luminescence; higher % means a stronger effect. cellular ATP content (survival), % at 20 µM, or EC50 in µM where a hit was titrated. 190,000 tested, under 10 active;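 active = EC50 below 50 µM in the dose-response confirmation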;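 note: death triggered by thapsigargin at about 15 µM added after 2 h compound pretreatment; cell ATP read after overnight thapsigargin exposure of roughly 18 to 22 hours; normalized against plate controls of thapsigargin alone and 5% DMSO vehicle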
# TNAP activation fold: stimulation of alkaline phosphatase TNAP activity – biochemical, luminescent, no phosphate acceptor, uHTS, primary screen (AID 1001); purified TNAP, luminescent activation assay, no phosphate acceptor; higher activation fold means a stronger effect; activation fold at 20 µM, or EC50 in µM where a hit was titrated; hit rate 0.03% among 200,000; in the data active = activation fold from about 3, or a potency from the dose series; inactive = the rest, 99 in 100 with activation fold below about 1.6; note: many of its hits are not listed in these tables
# Yfh1-off respiration: mitochondrial function rescue without frataxin homolog – Friedreich's ataxia, plus single-dose screen, dose response (AID 1465) | hit rate 0.074% among 220,000 | S. cerevisiae Yfh1-off respiration, WST-1 reduction, 72 h; higher fold induction means a stronger effect | one-dose fold induction at 50 µM; EC50 in µM for titrated hits;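 active = fold induction of absorbance versus untreated yeast above a set limit, then at least 30% activation at any dose in follow-up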;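 note: activators that raise dye reduction in frataxin-depleted yeast; strong numbers were not always called active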
# GPR55 activation: selective activators of receptor GPR55 – imaging, U2OS cells, beta-arrestin-GFP redistribution, primary screen (AID 1961) | one-dose activation, % at 10 µM; EC50 in µM for titrated hits | hit rate 0.048% among 290,000 | U2OS GPR55 beta-arrestin-GFP redistribution imaging; higher % means a stronger effect;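 active = activation above 40% with more than 50 cells counted in the well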;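 note: U2OS osteosarcoma cells stably expressing GPR55 and beta-arrestin-GFP; plate controls were DMSO negative control for no effect and LPI positive control for full effect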
# NOD2 inhibition: inhibition of NOD2-driven NF-kB reporter – cell-based, luminescence, uHTS, HEK293 (AID 1566) | HEK293 NOD2/NF-kB luciferase reporter, luminescence; higher % means a stronger effect | one-dose inhibition, % at 4 µM; EC50 in µM for titrated hits | hit rate 0.63% among 290,000; note: many of its hits are not listed in these tables
# KOR beta-arrestin-2: KOR antagonists, beta-arrestin recruitment, cell-based, luminescence, uHTS (AID 1778); KOR beta-arrestin recruitment, luminescence, antagonist mode; higher % means a stronger effect; one-dose inhibition, % at 10 µM; IC50 in µM for titrated hits; hit rate 0.091% among 290,000; note: strong numbers were not always called active
# NTR1 ag: NTR1-driven beta-arrestin-GFP spot formation – imaging, U2OS cells, high content, primary screen (AID 493036) | P30989 | agonist mode | activation, % at 20 µM | hit rate 0.17% among 330,000;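 active = activation at or above 40% of the spot to cytoplasm intensity ratio, with at least 20 cells analyzed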;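 note: 0% = DMSO without peptide and 100% = 100 nM NTR1 peptide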
# Target sequence (P30989 whole entry, looked up): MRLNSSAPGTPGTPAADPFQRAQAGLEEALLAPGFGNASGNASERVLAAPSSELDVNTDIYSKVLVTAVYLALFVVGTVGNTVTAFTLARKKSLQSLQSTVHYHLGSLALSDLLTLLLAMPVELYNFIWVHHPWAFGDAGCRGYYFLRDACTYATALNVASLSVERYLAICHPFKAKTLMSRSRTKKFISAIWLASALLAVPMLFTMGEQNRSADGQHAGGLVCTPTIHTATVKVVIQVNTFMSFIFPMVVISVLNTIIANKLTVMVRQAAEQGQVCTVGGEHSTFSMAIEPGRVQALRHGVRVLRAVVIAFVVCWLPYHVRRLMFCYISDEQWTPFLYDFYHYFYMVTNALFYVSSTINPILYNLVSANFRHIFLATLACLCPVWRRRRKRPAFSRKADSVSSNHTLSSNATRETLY
# NTR1 ag cell count 20 µM: second read-out of NTR1 ag, no call of its own (marks repeat the call); cell count; measured here: cell count, cytotoxicity flag
# * hit, by the source's call; i = inactive; . = no result given; [ ] = dose if it differs, or a comment. Cut-off read from the data, not from the text of the source, unless noted: active = inhibition above about 50%; inactive = the rest.
SMILES,KOR beta-arrestin-1,NOD1 NF-kB reporter,ER stress rescue,TNAP activation fold,Yfh1-off respiration,GPR55 activation,NOD2 inhibition,KOR beta-arrestin-2,NTR1 ag,NTR1 ag cell count 20 µM
Cc1cc(N2CC(C)OC(C)C2)nc(C(C)C)n1 (stereo not drawn),-0.1%,-33%,.,1,i,-0.4%,-9%,2%,4.0,43
CCOC(=O)c1ccc(NC(=S)NNC(=O)c2cc(-c3cccnc3)nc3ccccc23)cc1,4.6%,27%,.,.,.,-0.1%,15%,4%,1.3,50
COc1cc(NC(=O)CN(C)S(=O)(=O)c2cccs2)cc(OC)c1,9.9%,-17%,.,.,.,-0.1%,6%,-4%,1.8,64
Cc1cc(C)nc(N(C#N)S(=O)(=O)c2ccc(Br)cc2)n1,-0.2%,-4%,4.7%,1,.,-0.2%,7%,-26%,.,.
COc1ccc(-c2cn[nH]c2-c2ccc(OCc3ccc([N+](=O)[O-])cc3)cc2O)cc1,4.2%,92%*,-2.5%,1.1,i,0.2%,50%,2%,22,66
COc1ccc(Br)cc1CNCC1CCCO1 (stereo not drawn),2.0%,-23%,.,.,.,1.3%,4%,-16%[20 µM],5.0,61
NNc1nc(-c2ccccc2)c2cc(Cl)ccc2n1,1.8%,-4%,.,.,i,-0.2%,3%,22%,1.0,39
COc1ccc(CCNC(=S)NC2CCN(Cc3ccccc3)CC2)cc1OC,1.1%,.,1.1%,1.2,i,0.2%,.,24%,-0.2,40
COC(=O)c1c(NC(C)=O)sc(C(=O)Nc2ccccc2OC)c1C,0.7%,-8%,0.6%,1.1,i,-0.2%,11%,-12%,2.8,62
Cc1cc(C[n+]2ccsc2N)c2ncccc2c1,1.1%,-7%,.,.,i,0.3%,11%,5%,1.6,62
COC(=O)c1sccc1NC(=S)N1C(C)CCCC1C (stereo not drawn),-5.5%,-4%,-11%,1.1,i,-0.4%,13%,6%,0.8,73
Cc1ccc(CCNC(=O)c2cccc(NC3=NC4CS(=O)(=O)CC4S3)c2)cc1 (stereo not drawn),2.4%,-27%,.,.,.,-0.1%,15%,-9%[20 µM],-2.1,62
Cc1cc2n(n1)C(c1ccc3c(c1)OCO3)Nc1ccccc1-2 (stereo not drawn),6.4%,-25%,-0.7%,1.1,i,-0.3%,-11%,-12%,2.3,76
O=C(N/N=C1\CCS(=O)(=O)c2ccc(F)cc21)c1ccc([N+](=O)[O-])cc1,-3.4%,2%,.,.,i,0.0%,-14%,4%,0.1,65
CCn1cc(C(=O)N[C@@H](CCSC)C(=O)NCCN2CCOCC2)c(=O)c2cc3c(cc21)OCO3,0.0%,-13%,.,.,.,-0.1%,17%,-16%,1.9,56
CN(c1ccc(Cl)cc1)c1cc(=O)n(C)c2ccccc12,4.0%,-25%,3.7%,1.1,i,-0.2%,0%,-14%,0.5,46
CCCc1cc(=O)oc2cc(OCC(=O)NC(Cc3c[nH]c4ccc(O)cc34)C(=O)O)c(Cl)cc12 (stereo not drawn),-4.4%,-34%,.,.,.,-0.2%,2%,-18%[20 µM],1.2,88
CCc1nc(Nc2ccc(OC)cc2OC)c2oc3ccccc3c2n1,1.0%,8%,.,.,.,-0.1%,1%,33%,1.7,105
O=[N+]([O-])c1ccc(N2CCC(O)CC2)nc1,-3.4%,-23%,-3.2%,1,i,0.7%,3%,-5%,-1.1,68
CON(c1nc(N(C)C)nc(N(C)C)n1)S(=O)(=O)c1ccccc1Cl,10%,6%,0.6%,1,i,-0.1%,-1%,-13%,0.2,52
CCO[C@@H]1OC(C(=O)NC2CC2)=C[C@H](c2c[nH]c3ccccc23)[C@H]1CCCO,-3.9%,9%,.,.,i,-0.1%,16%,12%,-1.1,83
CCS(=O)(=O)N1CCN(C(=O)c2cc(OC)cc(OC)c2)CC1,0.9%,-29%,-1.1%,1.1,i,-0.1%,-10%,-43%,1.1,45
COc1cc(CNc2ncc(-c3ccc(Br)cc3)n2C)cc(OC)c1O,-1.1%,-20%,.,.,.,-0.1%,3%,-24%[20 µM],3.3,72
COc1cc(/C=C2\SC(=S)N(N3CCOCC3)C2=O)ccc1O,-9.1%,-12%,.,.,i,-1.5%,-19%,44%,4.1,45
CCN(CC)C(=O)C1=C(C)Nc2nc3ccccc3n2C1c1cccc(OC)c1 (stereo not drawn),-0.9%,4%,-0.7%,1.1,i,0.2%,9%,14%,1.8,99
O=c1cc(N2CCc3ccccc32)[nH]c(=O)n1Cc1ccc(F)cc1,-4.0%,0%,0.0%,1.1,i,-0.1%,15%,-5%,0.0,51
Cn1cc(-c2ccccc2C(N)=O)c(=O)c2cc(Cl)ccc21,0.7%,-26%,-0.6%,1.1,i,-0.3%,8%,-23%,0.3,53
CCCCOc1ccc(Nc2nc(C)cc(C)c2C#N)cc1,0.9%,-42%,-2.8%,1,i,-0.4%,12%,-8%,2.9,60
CC(=O)NC12CC3CC(C)(C1)CC(NC(C)=O)(C3)C2,0.6%,12%,-1.8%,1.1,i,-0.2%,1%,-23%,-0.6,68
C=CCN1C2=NCCCN2c2ccccc21,3.4%,-10%,.,.,i,-0.3%,12%,-3%,-0.6,65

# An excerpt from above, showing only ER stress rescue and NTR1 ag:
canonical_smiles | ER stress rescue | NTR1 ag
CC(=O)NC12CC3CC(C)(C1)CC(NC(C)=O)(C3)C2 | -1.8% | -0.6
O=c1cc(N2CCc3ccccc32)[nH]c(=O)n1Cc1ccc(F)cc1 | 0.0% | 0.0
C=CCN1C2=NCCCN2c2ccccc21 | . | -0.6

# (further entries)
SMILES,KOR beta-arrestin-1,NOD1 NF-kB reporter,ER stress rescue,TNAP activation fold,Yfh1-off respiration,GPR55 activation,NOD2 inhibition,KOR beta-arrestin-2,NTR1 ag,NTR1 ag cell count 20 µM
O=C(CN1CCN(C(=O)C2CCCO2)CC1)Nc1ccc(Cl)cc1 (stereo not drawn),-0.7%,-32%,.,.,.,-0.1%,4%,-8%,-1.1,56
Cc1cccc(S(=O)(=O)N(CC(=O)Nc2ccccc2C)Cc2ccco2)c1,-2.5%,-28%,0.3%,1.1,i,-0.1%,-15%,38%,0.9,63
O=C(Cc1ccccc1)NCC(=O)Nc1cc(Cl)ccc1Cl,-0.6%,-27%,.,.,.,-0.1%,-4%,-37%,0.3,47
COc1ccc(N2C(=O)S[C@@H]3CS(=O)(=O)C[C@@H]32)cc1,-2.1%,-24%,0.0%,1,i,-0.2%,2%,11%,1.7,62
CC1CCN(C(=O)C2c3ccccc3C(=O)N3CCc4ccccc4C23)CC1 (stereo not drawn),3.8%,-15%,-1.8%,1.1,i,-0.1%,-12%,-17%,-0.7,64
O=C(CC1C(=O)NCCN1Cc1cccc(Oc2ccccc2)c1)NCc1cccnc1 (stereo not drawn),.,-13%,1.0%,1.1,i,0.3%,5%,-4%,-1.1,51
CCn1cc(CN2CCCC(C(=O)Nc3ccc(-c4cscn4)cc3)C2)cn1 (stereo not drawn),1.5%,-11%,.,.,.,-0.1%,-9%,-27%,0.7,57
CCOC(=O)Cc1nn[nH]n1,3.3%,-6%,-3.2%,0.9,i,-0.1%,-19%,-40%,-0.1,50
CC(=O)C1C(c2ccc(F)cc2)C2C(C)=NN=C2CC1(C)O (stereo not drawn),-0.3%,8%,-4.3%,1.1,i,0.2%,0%,-6%,-1.4,87
Cc1cc(SC(C)C(=O)O)nc2ccccc12 (stereo not drawn),0.5%,-13%,-1.6%,1.1,i,0.2%,16%,-20%,1.1,50
O=C(c1ccccc1Nc1ccc(SC(F)F)cc1)N1CCCCCC1,5.5%,25%,2.2%,1,i,0.2%,-16%,-22%,-3.6,12
CC(C)(C)NC(=O)NC(=O)CN1CCC(Cc2ccccc2)CC1,-4.8%,8%,-0.3%,1.1,i,-0.2%,20%,5%,-0.4,40
CSc1ccc(CN(C)CC(=O)Nc2c(F)cccc2F)cc1,-8.5%,2%,-0.6%,1.1,i,-0.4%,14%,4%,-1.1,59
COc1ccccc1CNS(=O)(=O)c1cc(CN2C(=O)c3cccnc3C2=O)ccc1OC,0.7%,-30%,.,.,.,-0.1%,6%,-5%,-0.7,70
CSc1ccc(/C=C(\C#N)C(=O)Nc2cccc(C)c2)cc1,-1.0%,-37%,-0.5%,1.2,i,-0.1%,-30%,22%,0.4,78
Cc1[nH]c(=S)c(C#N)c2c1CCCC2,1.2%,-16%,-0.6%,1.1,i,-0.5%,4%,13%,0.4,38
N#Cc1ccc(C(c2nnnn2C2CCCC2)N2CCC(Cc3ccccc3)CC2)cc1 (stereo not drawn),-0.5%,9%,-1.4%,1.1,i,-0.1%,-31%,6%,-0.8,76
COC(=O)CC1=NN(c2ccc(OC)cc2)C(=O)/C1=C\c1ccc(Cl)cc1,1.0%,-6%,-0.2%,1.1,i,0.5%,9%,37%,-1.1,62
COc1ccc(N=C2SC(C(=O)Nc3ccc(F)cc3)CC(=O)N2C)cc1 (stereo not drawn),.,-17%,-1.9%,1,i,-0.1%,19%,0%[20 µM],2.6,64
O=C(c1ccccc1)N1CCC2(CC1)NCCc1[nH]cnc12,4.6%,-27%,.,.,.,0.1%,-3%,-5%,-0.2,74
CCOC(=O)c1c(/N=C/C2C(=O)CCCC2=O)sc2c1CCCC2,4.9%,-15%,-2.1%,0.9,i,-0.1%,-20%,-16%,1.6,32
Cc1nn(C)c(Sc2ccccc2N)c1[N+](=O)[O-],-3.2%,-26%,1.8%,1,i,-0.1%,-5%,-30%[20 µM],1.4,86
O=S(=O)(c1ccccc1)c1cnc(-c2ccccc2)nc1N1CCCCC1,1.8%,-25%,2.3%,1.1,i,-0.1%,0%,-40%[20 µM],3.4,27
Cc1cccc(NC(=O)Cc2cccs2)n1,-1.9%,16%,-1.9%,1.1,i,-0.4%,0%,1%,0.0,88
O=c1[nH]cc(-c2ccccc2)c(=O)[nH]1,0.6%,-5%,.,.,i,0.5%,8%,12%,-0.7,71
CCc1nnc(NS(=O)(=O)c2ccc(NC(=S)NC(=O)c3cccnc3)cc2)s1,-3.0%,-44%,0.0%,1.1,i,-0.1%,-2%,-24%,1.1,84
CC(c1ccccc1)n1cc(C(=O)NCC2COc3ccccc3O2)nn1 (stereo not drawn),-0.7%,-16%,-0.1%,1.1,i,-0.3%,16%,5%,-0.3,65
COc1ccc(S(=O)(=O)Nc2ccc(Cc3ccncc3)cc2)cc1OC,1.9%,28%,.,.,.,-0.2%,42%,-25%,-0.2,70
CCCSc1nc(C)cc(C)c1C(N)=O,0.3%,-26%,1.5%,1.1,i,0.2%,8%,-20%,-1.3,104

# Screens: PubChem, several laboratories

# Not all compounds are listed. The share of hits here may be higher or lower than overall.
